# Screening data from PubChem.
# S-ASM inh: human S-ASM enzyme inhibition. P17405. placental ASM, HMU-PC fluorogenic substrate, 60 min. Potency, µM (top dose mostly 57.5 µM), for the others: at the top dose activity change, negative = inhibition, actives largely listed as inhibitors. hit rate 0.006% among 340,000; active means well fitted inhibition curve with a large enough effect; inconclusive means small, poorly fitted or top-dose-only effect; inactive means no such curve, though single readings can be large or run the other way; further: potency means the concentration at half of the fitted maximal effect
#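 Fluorescence read-out (Ex 386 nm, Em 447 nm) after stopping the reaction at pH 10. Enzyme: ASM from human placenta; substrate HMU-PC0, 9 uM final; 60 min, 37 °C. Compound preincubation 10 min, ambient temperature.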
# KCNH2 WT inh: KCNH2 (human, wildtype) channel inhibition; Q12809; U2OS, BacMam KCNH2, thallium flux FluxOr; stronger effect = lower value; activity change, % at 1.84 µM; hit rate 0.37% among 340,000;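 active means maximum activity change below -70%; inconclusive means maximum activity change between -70% and -50%; inactive means maximum activity change above -50%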; further: on the % scale 0 is the no-effect control and ±100 the full control effect
# Target sequence (Q12809 whole entry, looked up): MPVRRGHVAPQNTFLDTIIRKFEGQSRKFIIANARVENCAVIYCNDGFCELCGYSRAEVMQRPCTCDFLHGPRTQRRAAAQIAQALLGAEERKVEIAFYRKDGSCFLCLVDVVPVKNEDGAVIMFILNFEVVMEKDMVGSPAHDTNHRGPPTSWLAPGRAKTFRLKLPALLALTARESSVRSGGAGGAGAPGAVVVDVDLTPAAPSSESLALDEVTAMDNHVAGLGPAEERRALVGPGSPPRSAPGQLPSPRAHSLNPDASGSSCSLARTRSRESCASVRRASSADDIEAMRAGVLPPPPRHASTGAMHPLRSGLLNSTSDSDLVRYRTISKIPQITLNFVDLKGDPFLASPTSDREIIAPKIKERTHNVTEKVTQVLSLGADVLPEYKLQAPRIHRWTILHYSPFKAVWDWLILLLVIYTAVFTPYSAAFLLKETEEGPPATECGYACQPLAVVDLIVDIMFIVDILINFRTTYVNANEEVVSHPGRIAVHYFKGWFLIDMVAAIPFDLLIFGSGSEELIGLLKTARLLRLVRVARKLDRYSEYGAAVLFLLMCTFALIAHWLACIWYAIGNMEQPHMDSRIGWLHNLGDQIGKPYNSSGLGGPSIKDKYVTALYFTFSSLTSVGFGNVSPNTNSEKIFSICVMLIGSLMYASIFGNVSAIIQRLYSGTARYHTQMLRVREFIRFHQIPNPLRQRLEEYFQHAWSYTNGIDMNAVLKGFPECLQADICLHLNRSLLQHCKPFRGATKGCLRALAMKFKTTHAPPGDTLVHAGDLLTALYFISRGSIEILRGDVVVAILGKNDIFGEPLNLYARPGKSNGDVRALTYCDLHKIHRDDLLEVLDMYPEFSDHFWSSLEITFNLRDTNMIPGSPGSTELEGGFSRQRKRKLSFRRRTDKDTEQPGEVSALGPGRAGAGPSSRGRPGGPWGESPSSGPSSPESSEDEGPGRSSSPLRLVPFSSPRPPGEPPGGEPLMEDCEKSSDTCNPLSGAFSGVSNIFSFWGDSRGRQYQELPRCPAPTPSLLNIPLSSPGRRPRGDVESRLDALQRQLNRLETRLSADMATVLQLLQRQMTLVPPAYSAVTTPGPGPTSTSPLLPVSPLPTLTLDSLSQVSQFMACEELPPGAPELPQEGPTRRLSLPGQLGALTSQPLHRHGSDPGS
#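 U2OS cells were transduced with wild-type KCNH2 virus (2.03 x 10^8 / mL) for 4 h at room temperature, then cultured overnight at 37 C. Thallium flux was read with FluxOr dye. Rate constants were normalized to DMSO controls.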
# An asterisk follows results filed as active; ? = inconclusive; [ ] = dose if it differs, or a comment. These rows are one share of the data; the hit share may differ from the screen's.
# Values in the order – S-ASM inh | KCNH2 WT inh
1) CCC(C)NC(=O)C1(N2C(=O)c3ccccc3C2=O)CCCC1 (stereo not given)
  -2% | -1
2) COc1ccc(CN2CC[C@H]3C=CC[C@@H](C(=O)Nc4ccc(Cl)c(C(F)(F)F)c4)[C@H]3C2=O)cc1OC
  -3% | -24
3) COc1cc(NS(=O)(=O)c2ccc(NC(=S)NC(C)=O)cc2)nc(OC)n1
  -2% | -9
4) CCOc1cc(C(=O)N2CCC(CC3CC(c4ccccc4)=NO3)(C(=O)NCc3ccc(OC)cc3)CC2)cc(OCC)c1OCC (stereo not given)
  -2% | 9
5) O=C(Nc1ccccc1)Nc1ccc(O)c2ccccc12
  -2% | 0
6) CCC(C(=O)NC1CCCC1)n1c2ccccc2c2nc(=O)cc(C)n21 (stereo not given)
  -3% | 3
7) O=C1NC[C@H](Cc2ccccc2)N(C[C@H]2CCCN2C[C@H](Cc2ccc(O)cc2)N2C[C@H](Cc3ccc(O)cc3)N(CC3CCCCCC3)C(=O)C2=O)C1=O
  -4% | -7
8) O=C1C=CC(=Nc2cccc3c2C(=O)c2ccccc2-3)O1
  -2% | -3
9) C#CCNC(=O)C1=C[C@H](C(C)(C)C)C[C@H](OCCCCO)O1
  0% | 7
10) COC(=O)c1cc(C)c(C)cc1NC1OC(CO)C(O)C1O (stereo not given)
  135%[activator] | -10
11) Cc1ccc(S(=O)(=O)N2CCOCC2)cc1C(=O)Nc1cc(S(=O)(=O)N2CCCCC2)ccc1O
  -2% | -15
12) Nc1c(Br)cc(Br)c2c1C(=O)c1c(cccc1S(=O)(=O)O)C2=O
  11% | 2
13) CSc1nnnc2ccccc12
  4% | 4
14) OCC1(CO)CC2(C1)CC(CO)(CO)C2
  1% | -1
15) CC(C)(C)c1ccc(/C=C(\C#N)C(=O)NC2CC2)cc1
  4% | -1
16) O=[S@]1Oc2ccccc2-c2ccccc21
  2% | -7
17) O=C(NC1CCCCC1)[C@@H]1CC=C[C@@H]2CCN(C3CCCCC3)C(=O)[C@@H]21
  -1% | 1
18) Fc1ccc(-c2ccc3c(c2)C2CC3CCN2)cc1 (stereo not given)
  0% | 13
19) CCCCSc1n[nH]c(=S)c2nc[nH]c12
  -1% | 0
20) CCOC(=O)c1nn(C)c(=S)n(C)c1=O
  4% | -4
21) C=C(CN(C)C)C(=O)c1ccc2c(c1)OCO2
  2% | -5
22) O=C(CSc1ncccn1)NCC1CCCO1 (stereo not given)
  2% | -19
23) O=C(O)c1ccccc1NCc1cccnc1
  5% | -7
24) CC1(c2nnc(Cc3ccccc3)o2)CC(c2ccccc2)=NO1 (stereo not given)
  -5% | 2
25) Cc1nc2c(nc1C)C(=O)c1ccccc1C2=O
  2% | 23
26) COC(=O)C[C@H]1c2cc(C(F)(F)F)ccc2S(=O)(=O)N1C1CCCC1
  8% | 7
27) CCN(CC)CCn1c2ccccc2c(=O)c2c(O)ccc(O)c21
  -10% | 0
28) O=S1(=O)N=C(c2ccccc2)c2ccccc21
  -2% | -7
29) O=C(CC1Sc2ccccc2NC1=O)NNc1ccc(Cl)cc1Cl (stereo not given)
  -4% | 1
30) COC(=O)c1ccc(NCc2cc(O)ccc2O)cc1O
  -5% | 9

# Random excerpt: 2 entries already listed.
# Values in the order – S-ASM inh | KCNH2 WT inh
9) C#CCNC(=O)C1=C[C@H](C(C)(C)C)C[C@H](OCCCCO)O1
  0% | 7
2) COc1ccc(CN2CC[C@H]3C=CC[C@@H](C(=O)Nc4ccc(Cl)c(C(F)(F)F)c4)[C@H]3C2=O)cc1OC
  -3% | -24

# Next section
# Values in the order – S-ASM inh | KCNH2 WT inh
31) CCOC(=O)Cc1csc(NC(NC(=O)OCC)(C(=O)OCC)C(F)(F)F)n1 (stereo not given)
  5% | 3
32) CC(=O)NC12CC3CC(C1)CC(C(=O)Nc1cccc(S(=O)(=O)N4CCCCCC4)c1)(C3)C2
  0% | 16
33) O=c1ccsc2ccccc12
  5% | 10
34) Cc1cccc2c(N=NC(=O)C(C)n3cnc4ccccc4c3=O)c(O)[nH]c12 (stereo not given)
  -1% | -6
35) CCOC(=O)C1Nc2ccc(C)cc2C2C=CCC12 (stereo not given)
  3% | -3
36) COc1ccc(C(C#N)=Cc2ccc(NC(C)=O)cc2)cc1
  53% | 1
37) C#CCOCCOCCOCCNc1nc(N2CCN(C(=O)C([C@@H](C)CC)n3cc(C(N)COC(=O)C(F)(F)F)nn3)CC2)nc(N2CCN(C(=O)[C@H](CCCCN)n3cc(C(N)CC(C)C)nn3)CC2)n1 (stereo not given in full)
  11% | 7
38) Cc1cccc(NS(=O)(=O)c2cccc(C(=O)NCC(c3ccc(F)cc3)N3CCOCC3)c2)c1 (stereo not given)
  2% | 2
39) Cc1ccc(CCNc2ncnc(Cl)c2N)cc1
  2% | -4
40) CCC(NC(=O)C1CCCC1)c1ccccc1 (stereo not given)
  -2% | 1
41) COc1cc(C2c3cc4c(cc3OC(NNC(N)=S)C2C)OCO4)cc(OC)c1OC (stereo not given)
  -2% | -3
42) Cn1ncc2c(=O)[nH]nnc21
  2% | -6
43) COc1ccc(C(=O)N(Cc2ccco2)Cc2cc3cc(C)ccc3[nH]c2=O)cc1OC
  1% | -6
44) CCOc1ccc(C(c2c(C)n(C)n(-c3ccccc3)c2=O)c2c(C)n(C)n(-c3ccccc3)c2=O)c(O)c1
  1% | -1
45) CC(C)(C)S(=O)(=O)c1ccccc1-c1noc(-c2ccccc2)c1C(N)=O
  4% | -7
46) CCN1C[C@@H]2[C@@H]3C(=O)N(Cc4ccccc4)C(=O)[C@@H]3[C@](C)(C1=O)N2C(=O)c1ccccc1
  -1% | -14
47) O=[N+]([O-])c1ccc(C=NNc2ccc(S(=O)(=O)O)cc2)cc1
  -1% | 5
48) Nc1nc(=S)c2ncn(C3CCCCC3)c2[nH]1
  1% | -4
49) CC(C)CCNC(=O)Cn1c(NCCC(C)C)nc2c1c(=O)n(C)c(=O)n2C
  5% | 24
50) Nc1c(N=O)c(=O)[nH]c(=O)n1-c1ccccc1
  5% | -11
51) C=CCOc1ccc2c(c1)CCC1C2CCC2(C)C(O)C(O)CC12 (stereo not given)
  ? | -13
52) O=[N+]([O-])c1c(O)c(Cl)cc(Cl)c1Cl (tested in a mixture with another compound)
  5% | 2
53) O=C(CN(c1cccc(Br)c1)S(=O)(=O)c1ccccc1)N/N=C/c1cc([N+](=O)[O-])ccc1O
  -26% | -8
54) O=C(Nc1ccn(CCCNCc2ccccn2)c(=O)n1)OCc1ccccc1
  -13% | 3
55) CN(C(=O)c1ccc(NC(=O)Cc2cccc(NC(=O)C3CCCN(C(=O)C4CCC4)C3)c2)cc1)C1CC1 (stereo not given)
  -9% | -7
56) CC(C1=C(CCN(C)C)Cc2ccccc21)c1ccccn1 (stereo not given)
  4% | 86
57) C=CCOC(=O)C1=C[C@@H](c2cn(C(C)=O)c3ccccc23)C[C@@H](OCc2ccc(CO)cc2)O1
  -6% | 9
58) CCCn1c(=N)n(CC(=O)O)c2ccccc21
  4% | 0
59) O=C(O)c1ccccc1C=NN1CCCCCC1
  0% | -7
60) C[C@@H]1ON(C)[C@H]2C[C@H]3c4cc(N5CCOCC5)ccc4CCN3C(=O)[C@@H]12
  7% | 1
61) Brc1ccc(-c2nnc(-c3cccnc3)c3conc23)cc1
  -3% | -11
62) CCC(C(=O)Nc1ccccn1)c1ccccc1 (stereo not given)
  2% | -8
63) Nc1nc(NCc2cccs2)nn1-c1ccccc1
  1% | -9
64) COc1ccc(CNC(=O)[C@@H]2CC=C[C@@H]3CCN(Cc4ccccc4)C(=O)[C@@H]32)cc1
  -2% | -4
65) CCOC(=O)C1(CCOc2ccccc2)CCN(Cc2ccc(OC)cc2)CC1
  -11% | -98*
66) CCn1c(=S)[nH]c2c(=O)n(C)c(=O)n(C)c21
  -1% | 3
67) COc1ccc(C(=O)Nc2ccc(C)c(S(=O)(=O)N3CCOCC3)c2)cc1S(=O)(=O)N1CCCC1
  -2% | 7
68) COc1ccc(-c2csc(NC(=O)c3ccc(C(C)(C)C)cc3)c2C(=O)O)cc1
  9% | 1
69) COC(=O)C1CN(Cc2ccccc2)C(=O)C1=O (stereo not given)
  3% | -3
70) Cn1c(O)c(N=NC(=O)Cc2c[nH]c3ccccc23)c2ccccc21
  -14% | -2
71) O=C1C(Cl)=C(NCc2ccco2)C(=O)c2ccccc21
  -5% | 5
72) CC1CCCN(C(=O)c2ccc(S(=O)(=O)N3CCC(c4nc5ccccc5s4)CC3)cc2)C1 (stereo not given)
  -5% | -17
73) CCC1(CC)C(=O)NC(=S)N=C1N
  5% | -8
74) CCN(CC)C(=O)Cn1cc([N+](=O)[O-])cc1[N+](=O)[O-]
  2% | 0
75) COc1cc(CCC(=O)NCCc2ccc(F)cc2)cc(OC)c1OC
  9% | -1
76) C=CCNC(=O)c1c(CSc2ccc(Cl)cc2)noc1C(=O)NCCC
  -6% | -32
77) Cc1nc2c(c(C)nn2-c2ccccc2)c(C)c1C
  -6% | -28
78) Cn1c(=O)c2c(nc(CCC3CCCC3)n2C)n(C)c1=O
  0% | -8
79) O=C(CSc1ncn[nH]1)N/N=C/c1ccc(F)cc1
  0% | 4
80) Cn1c(SCc2ccccc2)nc(N)c(N=O)c1=O
  10% | -4
81) Cc1cc(C)nc(NS(=O)(=O)c2ccc(NC(=O)CCC(=O)O)cc2)n1
  2% | -7
82) CC(CCc1ccccc1)NC(=O)C1CC1 (stereo not given)
  5% | 2
83) Cc1ccc(S(=O)(=O)Oc2ccccc2)cc1
  -1% | 0
84) Cc1cc(Cl)ccc1NC(=S)NCCc1ccc(S(N)(=O)=O)cc1
  2% | -2
85) CCOc1ccc(NC(=O)CN(C)C(=O)C2CCN(C(=O)Nc3ccccc3)CC2)cc1OCC
  2% | 3
86) N#CC1=C(N)Oc2cc(N)ccc2C1c1ccccc1 (stereo not given)
  6% | 4
87) CCN(C(=O)CSc1nnc(-c2ccccc2OC)n1N)c1c(N)n(Cc2ccccc2)c(=O)[nH]c1=O
  15% | -2
88) O=C1CCCCCCCN1Cc1ccccc1
  0% | -2
89) S=C(Nc1ccccc1)N1CCN(c2ccccc2)CC1
  3% | 1
90) CC(=O)Nc1ccccc1C(=O)C(=O)Nc1cccc(F)c1
  1% | -16

# Copied from the list:
# Entry for no. 71 in S-ASM inh: -5%
# Entry for no. 70 in KCNH2 WT inh: -2
# Entry for no. 88 in KCNH2 WT inh: -2
# Entry for no. 72 in KCNH2 WT inh: -17

# (listing goes on)
# Values in the order – S-ASM inh | KCNH2 WT inh
91) O=C(OCC(O)C(O)C(O)COC(=O)c1ccccc1)c1ccccc1 (stereo not given)
  -2% | -4
92) O=C(CNC(=O)c1ccccc1)OCN1C(=O)c2ccccc2C1=O
  3% | -12
93) COc1cc(O)c(C(=O)CC(=O)c2ccncc2)c(OC)c1
  1% | -1
94) O=C1c2ccccc2C(=O)N1C1(C(=O)NC2(C(=O)O)CCCC2)CCCC1
  -1% | -7
95) COc1ccc(C(=O)Nc2ccc3[nH]ccc3c2)cc1OC
  -4% | -1
96) c1ccc2n[nH]nc2c1
  1% | -2
97) Nc1ccc(N=Nc2ccccc2O)c(N)c1
  -3% | -4
98) Cc1ccc(S(=O)(=O)Nc2ccc3ccccc3c2)cc1
  -3% | 11
99) Cc1cc(NC(=O)COC(=O)[C@H](Cc2ccccc2)NC(=O)c2ccco2)no1
  -4% | -6
100) O=C1c2cc(Cl)ccc2-c2c(O)cc(Cl)cc21
  -5% | -10

# Of the compounds above, 9 contain fluorine.
# Values in the order – S-ASM inh | KCNH2 WT inh
2) COc1ccc(CN2CC[C@H]3C=CC[C@@H](C(=O)Nc4ccc(Cl)c(C(F)(F)F)c4)[C@H]3C2=O)cc1OC
  -3% | -24
18) Fc1ccc(-c2ccc3c(c2)C2CC3CCN2)cc1 (stereo not given)
  0% | 13
26) COC(=O)C[C@H]1c2cc(C(F)(F)F)ccc2S(=O)(=O)N1C1CCCC1
  8% | 7
31) CCOC(=O)Cc1csc(NC(NC(=O)OCC)(C(=O)OCC)C(F)(F)F)n1 (stereo not given)
  5% | 3
37) C#CCOCCOCCOCCNc1nc(N2CCN(C(=O)C([C@@H](C)CC)n3cc(C(N)COC(=O)C(F)(F)F)nn3)CC2)nc(N2CCN(C(=O)[C@H](CCCCN)n3cc(C(N)CC(C)C)nn3)CC2)n1 (stereo not given in full)
  11% | 7
38) Cc1cccc(NS(=O)(=O)c2cccc(C(=O)NCC(c3ccc(F)cc3)N3CCOCC3)c2)c1 (stereo not given)
  2% | 2
75) COc1cc(CCC(=O)NCCc2ccc(F)cc2)cc(OC)c1OC
  9% | -1
79) O=C(CSc1ncn[nH]1)N/N=C/c1ccc(F)cc1
  0% | 4
90) CC(=O)Nc1ccccc1C(=O)C(=O)Nc1cccc(F)c1
  1% | -16
